# Bioassay records from PubChem.
# A340 absorber = compound absorbs light at 340 nm. compound absorbance at 340 nm, fold over control. fold change at 10 µM. 65,000 tested, under 10 active;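 active means at 10 µM dose, initial 340 nm absorbance at least 2 fold that of control wells; inactive means change under 2 fold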;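 further: initial absorbance extrapolated from kinetic A340 decline of NADH oxidation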
# CatG inh = blocks human cathepsin G enzyme activity | purified enzyme, AMC-tetrapeptide fluorescence, pooled mixtures | P08311 | inhibition, % at 5 µM (by protocol) | 62,000 tested, 0.2% active | AID 581;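 active means inhibition above 20% in each of the two mixture wells holding the compound; inactive means inhibition of 20% or less in either well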;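 further: 0% = enzyme control without mixture and 100% = blank lacking enzyme; strong numbers were not always called active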
# Target sequence (P08311 21-244 limits assumed): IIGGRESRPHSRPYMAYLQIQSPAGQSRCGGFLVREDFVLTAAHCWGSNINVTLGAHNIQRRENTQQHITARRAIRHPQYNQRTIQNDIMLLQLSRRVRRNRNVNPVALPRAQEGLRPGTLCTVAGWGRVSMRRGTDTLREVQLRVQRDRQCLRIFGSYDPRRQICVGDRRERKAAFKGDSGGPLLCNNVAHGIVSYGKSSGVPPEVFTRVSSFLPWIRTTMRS
# C1s inh = blocks human complement C1s protease activity | P09871 | purified C1s, fluorogenic AMC substrate, pooled mixtures | mean inhibition % of two 10-compound mixtures (hits give high values), % at 5 µM (by protocol) | 62,000 tested, 0.16% active;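 active means inhibition above 20% in each of the two 10-compound mixture wells holding the compound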;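 further: 0% = enzyme wells lacking compound mixture and 100% = no-enzyme blank wells; some compounds called inactive have numbers as strong as hits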
# Target sequence (P09871 16-437 limits assumed): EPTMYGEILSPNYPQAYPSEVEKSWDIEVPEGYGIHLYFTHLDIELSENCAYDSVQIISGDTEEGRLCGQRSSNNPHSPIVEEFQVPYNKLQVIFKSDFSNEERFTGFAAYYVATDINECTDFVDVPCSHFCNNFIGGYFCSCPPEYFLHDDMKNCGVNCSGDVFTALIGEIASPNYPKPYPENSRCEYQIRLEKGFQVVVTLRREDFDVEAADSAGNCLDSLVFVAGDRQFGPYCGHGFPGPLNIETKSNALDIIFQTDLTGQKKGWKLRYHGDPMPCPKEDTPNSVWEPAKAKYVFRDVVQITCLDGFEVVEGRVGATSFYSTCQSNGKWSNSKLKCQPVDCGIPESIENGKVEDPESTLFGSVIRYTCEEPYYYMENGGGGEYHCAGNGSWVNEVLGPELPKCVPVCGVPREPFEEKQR
# Target sequence (P09871 438-688 limits assumed): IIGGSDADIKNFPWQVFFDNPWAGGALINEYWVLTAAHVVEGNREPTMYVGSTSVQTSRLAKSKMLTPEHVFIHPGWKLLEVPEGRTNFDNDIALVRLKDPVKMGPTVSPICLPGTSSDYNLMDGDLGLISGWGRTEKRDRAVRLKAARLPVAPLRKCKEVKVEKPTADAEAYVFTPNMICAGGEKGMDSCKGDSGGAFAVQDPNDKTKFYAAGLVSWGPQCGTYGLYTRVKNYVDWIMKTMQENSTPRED
# CatB mix inh = human cathepsin B inhibition by mixtures; Purified cathepsin B, AMC dipeptide fluorescence, compound mixtures; inhibition, %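 (ten-compound pools at 5 µM per compound and 50 µM total)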; 62,000 tested, 0.06% active; AID 488; in the data active means inhibition above about 22%, passing the limit was not always enough;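 further: 0% = enzyme without compound and 100% = no enzyme blank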
# FXIIa mix inh = blocks human factor XIIa in pooled compound mixtures | purified FXIIa, fluorogenic substrate | inhibition, % at 5 µM | 62,000 tested, 0.2% active | AID 684;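 further: 0% = enzyme without compound and 100% = no enzyme blank; some results filed as inactive read as strong as hits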
# FXIa mix inh = inhibitors of human coagulation factor XIa, pooled mixtures; P03951; purified FXIa, fluorogenic substrate; inhibition, % at 5 µM; 62,000 tested, 0.19% active; AID 680;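 further: each value is inhibition by a whole ten-compound pool holding the compound; 0% = enzyme with no mixture and 100% = wells lacking enzyme; strong numbers were not always called active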
# CatL block = blocks human cathepsin L protease activity; purified cathepsin L, fluorogenic substrate, fluorescence; P07711; inhibition, %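 (tested at 10 µM)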; 58,000 tested, 0.17% active; in the data active means inhibition above about 45%;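 further: 0% = enzyme with no compound and 100% = no enzyme blank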
# CatS inh = inhibitors of human cathepsin S. P25774. AID 501. 62,000 tested, 0.06% active. recombinant cathepsin S, AMC dipeptide fluorescence, pooled mixtures. inhibition, %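 (tested at 5 µM per compound within 10-compound mixtures)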; in the data active means inhibition above about 32%, passing the limit was not always enough;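 further: 0% = enzyme without compound and 100% = blank without enzyme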
# CatB block = human cathepsin B inhibition; purified cathepsin B, fluorogenic substrate, fluorescence; P07858; 63,000 tested, 0.1% active; AID 453; inhibition, %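 (tested at 10 µM)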; in the data active means inhibition above about 21%;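 further: 0% = enzyme with no compound and 100% = no enzyme blank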
# * marks the source's active call; other numbers are inactive results; . = no result given. Unless noted, no stated cut-off is given here; in the data, active means inhibition above about 20% (passing the limit was not always enough); inactive means the rest.
SMILES,A340 absorber,CatG inh,C1s inh,CatB mix inh,FXIIa mix inh,FXIa mix inh,CatL block,CatS inh,CatB block
CC1(C)Cc2ccccc2C(=NCCCC(=O)O)N1,0.99,-3,-34,4,4,4,-14,-7,-7
Cc1ccc(-c2ccc(SCC(=O)Nc3nonc3C)nn2)cc1,0.98,-51,-91,-5,-24,-3,12,-7,-2
COC(=O)c1ccccc1NC(=O)C1CCN(S(=O)(=O)c2cc(C)ccc2OC)CC1,0.99,6,-3,0,10,14,6,9,-2
Cc1ccc(-c2noc(CCC(=O)Nc3ccc(C)cn3)n2)cc1,1,-4,-14,4,7,3,0,14,3
O=C(C1CC1)N1CCc2cc(S(=O)(=O)NCC3COc4ccccc4O3)ccc21 (stereo not given),1,10,15,8,4,1,8,8,0
Cc1n[nH]c(C)c1S(=O)(=O)N1CCCC(C(=O)NC2CCCc3ccccc32)C1 (stereo not given),1,0,-1,0,-17,4,.,1,3
C=CCn1c(CSc2nc3ccccc3s2)nnc1SCC(=O)NCc1ccco1,1,11,3,4,0,6,12,6,4
CC(=O)N1CCc2cc(S(=O)(=O)NC(CC(C)C)C(=O)Nc3cc(C(=O)O)ccc3C)ccc21 (stereo not given),1,-2,2,-1,11,12,0,-4,0
Cc1nc(SC2CC(=O)N(c3ccccc3)C2=O)nc2c1CCCC2 (stereo not given),0.99,-5,-3,1,-15,3,-3,2,-1
C=CCNC(=O)NC(=S)c1ccccc1,1.1,2,4,8,-1,0,-5,-1,0
CN(C(=O)c1ccno1)c1nnc(-c2cnccn2)s1,1.1,9,6,-8,14,1,-3,-1,2
CC(=O)Oc1ccc(C(=O)Nc2nnc(C)s2)cc1,1.1,9,2,2,0,7,-3,-5,0
Cc1sc2nc(SCC(=O)NCc3ccco3)n(-c3ccccc3)c(=O)c2c1C,1,11,15,-1,-18,5,29,3,-1
Cc1ccc(-c2noc(CCC(=O)Nc3ccccc3N3CCN(C)CC3)n2)cc1,0.99,13,42,1,-18,3,2,7,3
Cc1nnsc1NC(=O)OCC(C)C,1,3,3,7,3,10,-1,-1,-2
CC1Oc2ccccc2N(CC(=O)N2CCc3ccccc32)C1=O (stereo not given),1,1,-3,4,6,11,-12,-10,-4
Cc1noc(C)c1S(=O)(=O)N1CCCC(C(=O)NCCc2ccc(Cl)cc2)C1 (stereo not given),1,1,4,1,-22,9,-1,8,4
COc1ccc(OCCN2CCN(C3CC(=O)N(CCC(C)C)C3=O)CC2)cc1 (stereo not given),1,9,14,5,1,4,-7,-2,1
Cc1cccc(NC(=O)c2cccnc2)c1,1,7,3,-5,-1,-10,5,7,4
Cc1ccc(N2CCN(c3ccc(C)cc3)C2c2ccccn2)cc1,1,9,12,-1,2,7,11,-9,4
CSc1c[n+]2c(n1C)CCC2,1,-5,1,-3,10,8,-2,-6,-1
CC(=O)Nc1cccc(Oc2nc(C)cc(C)c2C#N)c1,0.96,-31,11,1,3,8,-11,1,1
Cc1ccc(Br)cc1S(=O)(=O)N1CCN(c2ccccc2)CC1,1,11,7,-10,5,-1,-3,-5,1
O=C(Nc1cc(C(F)(F)F)ccc1N1CCCC1)c1cccnc1,1,10,10,3,2,6,-10,-5,0
Cc1cc(C)nc(Sc2ccc3nnc(C(F)(F)C(F)(F)C(F)(F)F)n3n2)n1,0.99,-3,1,11,0,6,21,9,0
CC(C)(C)NS(=O)(=O)c1ccc(CCC(=O)N2CCCCC2)cc1,1,10,14,-2,24,6,12,2,4
COCCN(CCOC)S(=O)(=O)c1ccc(C(=O)NC2CCN(Cc3ccccc3)CC2)cc1,1,-2,-14,-1,12,-2,2,-17,0
CCOc1cc2[nH]c(=O)n(CCC(=O)N3CCN(c4ccccc4OC)CC3)c(=O)c2cc1OCC,1.1,2,-3,1,7,14,8,20,3
COc1ccc2nc(Nc3nc(C)c(CCC(C)C)c(=O)[nH]3)nc(C)c2c1,1.1,1,-1,-1,-16,9,8,-8,-1
c1ccc(-c2nnc3sc(-c4cc5ccccc5o4)nn23)cc1,1.1,11,17,2,3,6,.,7,.
COc1ccc(NC(=O)N2CCN(S(C)(=O)=O)CC2)cc1OC,1.1,10,16,6,9,4,-9,1,0
O=C1CC(c2ccco2)Sc2nc3ccccc3n21 (stereo not given),1,-1,-7,5,2,8,.,0,0
O=C(c1ccccc1)N(CCN1CCOCC1)C1(C(=O)Nc2ccccc2)CCCCC1,0.99,-6,-11,-2,2,1,1,-2,2
C=C1C2(C(=O)NCc3ccco3)CCC(C2)C1(C)C (stereo not given),1,-4,-14,4,2,6,.,15,10
Cc1cccc(NS(=O)(=O)c2cccs2)n1,1,5,-8,1,2,7,10,-8,4
O=C(CSc1ccccc1Cl)c1ccco1,1,9,6,-3,-19,1,-13,4,0
CCOC(=O)c1ccc(CSc2nnc(N)s2)cc1,1,-2,-15,0,11,8,4,-2,2
COC(=O)c1ccc(CN(C)S(=O)(=O)c2ccc(C)cc2)o1,1,-13,-16,2,-4,4,-2,2,3
Cc1cc(C(=O)OCC(=O)NC(=O)NC(C)(C)C)c(C)o1,1,9,2,-2,10,-1,.,15,4
CC(=O)c1ccc(NS(=O)(=O)c2cccc(C)c2)cc1,1.2,3,-20,-2,-1,-8,.,10,1
O=C(O)c1cnn2c1NC(c1cccs1)CC2C(F)(F)F (stereo not given),1,2,-14,0,1,1,7,0,0
CN(C)S(=O)(=O)c1ccc2c(c1)c(=O)c(C(=O)N1CCOCC1)cn2C,1.1,11,-12,2,5,-4,.,13,10
O=C(NCc1ccco1)C1Cc2ccccc2CN1S(=O)(=O)c1ccccc1F (stereo not given),1,-25,-92,-19,2,-40,11,-32,5
COc1cccc2cc(C(=O)C3=C(O)C(=O)N(CCCN(C)C)C3c3ccncc3)oc12 (stereo not given),1,-14,-20,14,-1,-5,13,10,2
Cn1c(SCC(=O)c2ccc(F)cc2)nnc1-c1cnccn1,1,1,-3,-4,3,2,-1,-3,-4
CC(C)c1nnc(NC(=O)CCC(=O)N2CCN(Cc3ccccc3)CC2)s1,1.1,-6,-17,2,-22,2,-3,6,7
Cn1c(C(=O)N2CCCC(C(=O)NCCc3ccccc3)C2)cc2sccc21 (stereo not given),0.97,4,10,24,9,6,-3,-5,0
CCCn1nc2ccccc2c1P(=N)(N1CCOCC1)N1CCOCC1,1.1,0,0,-5,7,6,.,1,-2
O=C(/C=C\Nc1ccc2c(c1)OCO2)c1ccccn1,1.1,11,7,7,19,2,.,19,5
COC(=O)Cn1nc(-c2ccc(C)c(S(=O)(=O)N(C)C)c2)c2ccccc2c1=O,1.1,4,17,-2,2,1,23,-1,5
N#Cc1c2n(c3c(=O)[nH]cnc13)CCCC2,1,1,1,0,-12,1,7,3,2
COc1ccc(NC(=O)C2CCN(Cc3cnn(-c4ccccc4)c3-n3cccc3)CC2)cc1OC,1,1,0,0,3,4,6,-7,1
COc1ccc(-c2nc(NC(=O)CSc3nnc(C)s3)ns2)cc1,1.1,2,-35,0,12,-5,-9,-14,0
CCOCCCNC(=O)C(c1ccc(C)cc1)N(Cc1ccc2c(c1)OCO2)C(=O)CNC(C)=O (stereo not given),0.99,32,-3,-2,-16,9,0,9,-1
COc1ccccc1CNC(=O)CN(C)CC(=O)Nc1cccc(F)c1,1,8,3,4,-27,2,-1,0,1
Cn1c(=O)c2c(SCC(=O)N3CCCc4ccccc43)nc(C3CC3)nc2n(C)c1=O,1.1,2,-46,-1,6,-6,.,10,5
COc1ccc2[nH]c(=O)c(CN(CCO)C(=O)c3ccccc3F)cc2c1,1,10,13,4,2,9,-25,-2,0
COc1nc2c(s1)C(=O)NCCC2,1,8,14,5,20*,7,-2,-8,0
Cc1ccc(-n2nc(-c3ccco3)cc2C(=O)NCc2cccnc2)cc1,0.99,-9,-12,9,-5,6,14,9,7
CCOC(=O)C1(C)NC(c2ccc(OC)c(OC)c2)C2C(=O)N(CC)C(=O)C21 (stereo not given),1,-5,-10,3,1,3,0,2,7
# (next part)
SMILES,A340 absorber,CatG inh,C1s inh,CatB mix inh,FXIIa mix inh,FXIa mix inh,CatL block,CatS inh,CatB block
COc1ccc(COCC(O)CN2CCOCC2)cc1OC (stereo not given),1,6,10,-1,1,4,5,-5,7
CN(C)CCNC(=O)c1ccc(CS(=O)(=O)c2ccc(Br)cc2)o1,1.1,-1,-1,-2,-1,7,-1,-2,-2
CC(NC(=O)c1ccc(F)cc1)C(c1cccs1)N1CCN(C)CC1 (stereo not given),0.99,11,-2,2,4,0,9,-1,4
CC(Oc1ccccc1Br)C(=O)N1CCc2ccccc21 (stereo not given),1,10,25,4,11,11,1,-1,1
Cc1cc(C)n(-c2ccc(C(=O)Nc3ccccn3)cc2)n1,1,12,12,4,6,2,-8,-2,3
Cc1ccc2cc(-c3noc(C4CCCCC4)n3)c(=O)[nH]c2c1,1.1,0,-5,7,-2,7,-11,-1,-4
Fc1ccc2[nH]c3c(N4CCN(Cc5ccc6c(c5)OCO6)CC4)ncnc3c2c1,1,-3,-7,1,-1,4,-10,-6,1
CCSc1nnc(-c2cccs2)o1,1.1,2,-12,3,-2,5,9,-3,-2
CN(C)c1ccc(-c2noc(C3CCN(S(=O)(=O)c4ccc(C(=O)O)cc4)CC3)n2)cc1,1.1,-2,-2,0,-11,5,22,10,2
CSc1ccccc1NC(=O)CCn1c(=O)sc2ccccc21,1,6,8,0,1,7,-9,-5,2
COc1ccccc1N1CCN(C(CNC(=O)c2ccco2)c2cccnc2)CC1 (stereo not given),1,-11,28,3,-1,3,.,5,8
Cc1nnc(SCC(=O)Nc2nc(-c3ccccc3)cs2)n1N,1,10,-7,2,2,-3,-4,-3,3

# Single entries from above:
# Under FXIa mix inh, CN(C)CCNC(=O)c1ccc(CS(=O)(=O)c2ccc(Br)cc2)o1 shows 7
# Under CatL block, CC(NC(=O)c1ccc(F)cc1)C(c1cccs1)N1CCN(C)CC1 (stereo not given) shows 9

# Record cards, as listed above.
# Record of `CCSc1nnc(-c2cccs2)o1` → A340 absorber = 1.1; CatG inh = 2; C1s inh = -12; CatB mix inh = 3; FXIIa mix inh = -2; FXIa mix inh = 5; CatL block = 9; CatS inh = -3; CatB block = -2
# Record of `CC(Oc1ccccc1Br)C(=O)N1CCc2ccccc21` (stereo not given) → A340 absorber = 1; CatG inh = 10; C1s inh = 25; CatB mix inh = 4; FXIIa mix inh = 11; FXIa mix inh = 11; CatL block = 1; CatS inh = -1; CatB block = 1

# At a glance, part of the list above:
SMILES,A340 absorber,CatG inh,C1s inh,CatB mix inh,FXIIa mix inh,FXIa mix inh,CatL block,CatS inh,CatB block
COc1ccc(COCC(O)CN2CCOCC2)cc1OC (stereo not given),1,6,10,-1,1,4,5,-5,7
CN(C)CCNC(=O)c1ccc(CS(=O)(=O)c2ccc(Br)cc2)o1,1.1,-1,-1,-2,-1,7,-1,-2,-2

# Next section.
SMILES,A340 absorber,CatG inh,C1s inh,CatB mix inh,FXIIa mix inh,FXIa mix inh,CatL block,CatS inh,CatB block
CCC1Oc2ccc(C)cc2N(CC(=O)NCc2cccc(OC)c2)C1=O (stereo not given),0.98,2,12,0,-3,6,21,7,-4
COC(=O)c1ccc(C(=O)OC)c(NC(=O)c2ocnc2C)c1,1,10,14,4,12,1,-2,11,5
Clc1ccc(OCc2nnc(SCc3nc4ccccc4[nH]3)n2Cc2ccco2)cc1,1,7,1,5,-1,-3,22,23,3
COc1ccc(C)cc1S(=O)(=O)N(C)CC(N)=O,1,7,8,-1,9,11,21,13,2
CC(C)(C)S(=O)(=O)c1ccccc1C(=O)O,1,0,4,4,2,9,-4,-7,-2
COc1ccc(-c2noc(C3CCCN(S(=O)(=O)c4cccc(Cl)c4C)C3)n2)cc1OC (stereo not given),1,10,3,-6,1,-1,14,5,3
O=C(CC(c1ccccc1)c1ccco1)N1CCOCC1 (stereo not given),1,-11,-74,7,4,3,18,59*,8
Cc1cc(C)nc(N(C#N)CC(=O)N2CCC(C(N)=O)CC2)n1,0.99,0,-2,7,1,7,-3,-20,-1
CCOC(=O)c1cnc2nc(C)[nH]n2c1=O,1,-1,0,1,0,9,-5,-4,3

# Not all compounds are listed (hit frequency here may not be typical).
